HT1080-NT tox – kills 2HG-producing HT-1080-NT fibrosarcoma cells | HT-1080-NT fibrosarcoma viability, CellTiter-Glo ATP luminescence, 48 h | Potency, µM (titrated, usually from 46.1 µM), for inactives: at the top dose activity, negative = less viability, actives largely listed as cytotoxic | hit rate 1.6% among 360,000 | AID 686970;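 note: NT is the 2HG producing partner of a matched IDH1 knockdown line; potency is the fitted concentration of half-maximal effect; 0% = DMSO-treated cells and -100% = media-only wells without cells; nearly all actives have a fitted effect of over 55% in size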
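Viability by CellTiter-Glo luminescence after 48 h compound exposure at 37C of HT-1080-NT cells (750/well, RPMI, 5% FBS). % activity scaled between DMSO wells and medium-only wells, then curve-fitted and categorized by curve class.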
HepG2 viability – kills HepG2 cells in TGF-b inhibitor counter-screen. Potency, µM (top dose mostly 46.1 µM), without a hit: at the highest dose activity change, negative = cytotoxicity, actives largely listed as cytotoxic. AID 588856. HepG2 CAGA-GFP viability, ATP luminescence, 18 h. hit rate 0.76% among 410,000; note: potency is the fitted concentration of half-maximal effect; some results filed as inactive show a strong effect at the top dose
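HepG2 CAGA-GFP cells (1000/well, DMEM with 1% FBS) received compound, then TGF-beta at 500 pg/mL final, and were incubated 18 hours at 37 degrees C. Viability was read by CellTiter-Glo luminescence. Media-only wells were set as complete cell-killing and DMSO as no toxicity.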
SW480 rerep – DNA re-replication induction in SW480 cells; Potency, µM (series often up to 46.1 µM), for the others: at the highest dose re-replication activation, most hits filed as activators; SW480 DNA re-replication, Hoechst DNA content imaging, 48 h; hit rate 1.8% among 340,000; note: potency is the fitted concentration of half-maximal effect; % of control where 0% means no effect; nearly all actives have a fitted effect of over 55% in size
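Treated cells incubate 48 hr (37 C, 5% CO2), are stained 40 min with Hoechst, and nuclear fluorescence is enumerated; a rise in nuclei with high DNA signal marks re-replication.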
MCF10A rereplic – induces DNA re-replication in MCF 10a normal breast cells. MCF 10A DNA re-replication, Hoechst nuclear intensity, 48 h. Potency, µM (doses to about 46.1 µM), inactives show at the top dose activity, positive = re-replication, hits mostly activators. hit rate 2.9% among 350,000. AID 624296; note: potency is the fitted concentration of half-maximal effect; % of control where 0% means no effect; nearly all actives have a fitted effect of over 50% in size
KB-3-1 tox – KB-3-1 parental cell cytotoxicity | Potency, µM (titrated, usually from 46.1 µM), without a hit: top-dose activity change, negative = cytotoxic, most hits filed as cytotoxic | hit rate 1.4% among 400,000 | KB-3-1 viability, CellTiter-Glo ATP luminescence, 72 h; note: potency is the fitted concentration of half-maximal effect; % is set by controls: 0 for no effect and ±100 for the full control effect; nearly all actives have a fitted effect of over 60% in size
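Screening of KB-3-1 cells (DMEM, 10% FBS, phenol-red free) ran from lowest to highest compound concentration; after 72 h at 37 °C viability was read luminescently and curves fitted.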
ATXN2 expr inh – inhibitors of ATXN2 expression; AID 1745845; HEK-293 ATXN2-luciferase reporter, luminescence, 24 h; hit rate 0.72% among 360,000; Potency, µM (highest dose often 57 µM), without a hit: at the highest dose activity change, negative = inhibition, actives largely listed as inhibitors; note: potency is the fitted concentration of half-maximal effect; % is set by controls: 0 for no effect and ±100 for the full control effect; nearly all actives have a fitted effect of over 55% in size
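ATXN2-luciferase reporter cells (luciferase flanked by upstream and downstream ATXN2 gene portions) were treated 24 h at 37 °C with compounds at up to 57 uM. SteadyGlo luminescence gave expression; GF-AFC fluorescence gave viability.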
ATXN viability – cell viability loss in ATXN counter-screen; S2 cells (HEK-293 line with an ATXN2-luciferase reporter) viability, CellTiter-Fluor protease fluorescence, 24 h; Potency, µM (titrated, usually from 56.7 µM), hits mostly cytotoxic; hit rate 0.49% among 400,000; AID 651635; note: potency is the fitted concentration of half-maximal effect; nearly all actives have a fitted effect of over 40% in size
IL1B secr inh – blocks inflammasome-driven IL-1 beta release; THP-1 LPS/ATP IL-1B secretion, AlphaLISA, 16 h; active compounds read low; activity change, % at 57.5 µM; hit rate 4.7% among 360,000; AID 743279; in the data active = activity change below about -50%; inconclusive = mostly about -30% to -49%; note: % is set by controls: 0 for no effect and ±100 for the full control effect
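THP-1 cells pretreated 1 hr with compounds (up to 57.5 uM final), then stimulated with LPS (250 ng/mL final) plus ATP (1.25 mM final); secreted IL-1B measured by AlphaLISA after 16 hr, decreased signal indicating inhibition.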
HT1080 IDH1KD tx – toxicity to HT-1080 IDH1 knockdown cells (counter line); HT-1080 IDH1 knockdown viability, ATP luminescence, 48 h; Potency, µM (doses to about 46.1 µM), without a hit: at the highest dose activity, negative = toxicity, most hits filed as cytotoxic; hit rate 2% among 360,000; AID 686971;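 note: potency is the fitted concentration of half-maximal effect; 0% = DMSO wells and -100% = cell-free medium wells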
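Cytotoxicity counter-line: IDH1KD HT-1080, 48 h, CellTiter-Glo. Curves classed by r2, magnitude and activity.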
* hit, by the source's call; i = inactive; ? = inconclusive; . = no result given; & = joins results of further samples; ! = a repeat was not active; [ ] = remark or other dose. Unless noted, calls come from the whole dose curve; as a rule, active = well fitted curve in the direction sought with a large enough effect; inconclusive = small, poorly fitted or top-dose-only effect, or another doubt; inactive = no such curve, though single readings can be large; an effect the other way counts as inactive or inconclusive.

SMILES | HT1080-NT tox | HepG2 viability | SW480 rerep | MCF10A rereplic | KB-3-1 tox | ATXN2 expr inh | ATXN viability | IL1B secr inh | HT1080 IDH1KD tx
CCOc1ccc(-n2c(C)nc3cc(C(=O)NCc4ccco4)ccc32)cc1 | 8% | 5% | -15% | -2% | 0% | -19% | i | -17 | 9%
O=Cc1c(-c2ccccc2)nc2ccccn12 | 6% | -43% | -6% | 3% | ? | 8% | i | 16 | 4%
COc1ccc(S(=O)(=O)N2CCCCCC2)cc1C(=O)NCc1ccco1 | -2% | -22% | 3% | 8% | 0% | -6% | i | ? | -19%
c1ccc(OCCCCN2CCOCC2)cc1 | 12% | -3% | -2% | -16% | 4% | 5% | i | 22 | -1%
c1ccc2cc(OCCCn3ccnc3)ccc2c1 | -1% | -9% | 20% | 6% | -5% | 4% | i | ? | -2%
CCOC(=O)c1c(NC(=O)CN2CCCCC2)sc(C)c1C | 4% | -13% | 0% | 0% | 4% | -22% | i | 7 | 5%
O=C(/C=C/c1ccccc1)Nc1cc(NC(=O)/C=C/c2ccccc2)cc(C(=O)O)c1 | 0% | -1% | 0% | -9% | 7% | -14% | i | 29 | -1%
CCOc1cc(/C=N/NC(=S)Nc2ccccc2C(F)(F)F)ccc1OCC(=O)N1CCOCC1 | -1% | -4% | -4% | 14% | -10% | 8% | i | -17 | -2%
CN1CCN(C(=O)C2CCN(S(=O)(=O)c3ccc4c(c3)oc(=O)n4C)CC2)CC1 | -1% | 5% | -7% | 3% | -10% | 0% | i | 5 | 0%
CC(C)[C@H](NC(N)=O)C(=O)Nc1ccc(OCc2ccccc2)cc1 | -1% | -4% | -1% | -1% | -1% | -4% | i | -5 | 0%
CCCC(=O)Nc1nnc(SCC(=O)NC2CC2)s1 | 17% | 5% | 3% | 5% | -1% | -14% | i | -8 | 23%
O=C1N[C@@H](Cc2ccccc2)[C@@H](c2ccco2)O1 | 0% | -12% | -9% | 11% | 8% | 4% | i | -4 | 7%
CN(CCCNC(=O)CCc1cn(C)c2ccccc12)C1CCCCC1 | -18% | -26% | -6% | 13% | 3% | -14% | i | -10 | -11%
Cc1ccc([N+](=O)[O-])cc1NC1OC(CO)C(O)C1O (stereo unspecified) | 12% | 0% | 0% | 14% | 3% | 4% | i | 9 | -6%
O=C(Cc1ccc([N+](=O)[O-])cc1)NNC(=O)c1ccc2c(c1)OCO2 | 19% | -18% | 1% | -2% | 3% | -11% | i | -13 | 6%
COC(=O)COc1ccc(-c2nn(C)c(=O)c3ccccc23)cc1 | 0% | 7% | -3% | 20% | 0% | -3% | i | 7 | 10%
O=c1oc2c(-c3ccc([N+](=O)[O-])cc3)cc(O)cc2s1 | -12% | -20% | 12% | 13% | -17% | -21% | ? | -4 | -8%
C=CCN(c1ccccc1)S(=O)(=O)c1cccc(C(=O)N2CCN(c3ncccn3)CC2)c1 | 9% | -18% | 12% | ? | -11% | -15% | i | -2 | 3%
CC(=O)c1ccc(S(=O)(=O)N2CCn3cccc3C2c2ccccc2F)cc1 (stereo unspecified) | . | -24% | . | . | -29% | 4% | i | . | .
COc1ccc(OC)c(CNC(=O)Cc2c(C(=O)O)[nH]c3ccc(Cl)cc23)c1 | 1% | -24% | -3% | -1% | 2% | -15%[11.3 µM] | i | -11 | -9%
CCOc1ccccc1/C=N/NC(=O)c1nnn(-c2nonc2N)c1CN1CCC(C)CC1 | -5% | 5% | -11% | 10% | 12% | 1% | i | 25 | -5%
CC1(C)CC(=O)CC(C)(C)N1OC(=O)c1ccco1 | 0% | -5% | -1% | 0% | 13% | -6% | i | 5 | -1%
CCN(Cc1nc2cc(Cl)ccc2c(=O)[nH]1)C(=O)c1cccc(OCc2c(C)noc2C)c1 | -18% | -3% | -17% | ? | ? | -21% | i | 0 | -14%
Cc1nn(C(=O)CCC(=O)NCCc2ccccc2)c2ccccc12 | 4% | 4% | ? | 1% | 6% | 0% | i | -4 | 10%
CC(C)(C)C(=O)NNC(=O)c1cnccn1 | 3% | -5% | -9% | 0% | 4% | -9% | i | -3 | 0%
COc1ccc(CCNC(=O)c2cc(CC(C)C)on2)cc1OC | 6% | 2% | -3% | 3% | 4% | -6% | i | 11 | -1%
Cc1ccc(N2CCN(S(=O)(=O)N(C)C)CC2)cc1Cl | 1% | -22% | -25%[9.22 µM] | 12% | 29% | 6% | i | ? | -2%
O=C(Cn1c(=O)n(Cc2ccc(C(=O)NCc3ccc4c(c3)OCO4)cc2)c(=O)c2ccccc21)Nc1ccc(F)cc1F | . | 2% | . | . | -4% | -2% | i | . | .
CCOC(=O)n1c(=O)n(Cc2cccc(F)c2)c2ccccc21 | 0% | 4% | -4% | 6% | -10% | -28% | i | 28 | 0%
COc1cc(N)c(Cl)cc1C(=O)OC(C)C(=O)Nc1cccc(S(=O)(=O)N2CCOCC2)c1 (stereo unspecified) | -9% | 0% | 5% | 13% | 5% | -12% | i | -7 | -15%
CCn1c2ccccc2c2cc(NC(=O)C(=O)N3CCOCC3)ccc21 | -12% | 10% | -118%[inhibitor] | 1% | -5% | 31% | i | ? | -13%
CCOC(=O)c1cc2c(C)n(-c3ccc(OCC)cc3)c(C)c2cc(C(=O)OCC)c1=O | 17% | -5% | 4% | 4% | 24% | 8% | i | 6 | 9%
O=C1CC(c2cccc(Cl)c2)CC(O)=C1C=Nc1ccccc1 (stereo unspecified) | 11% | 5% | 2% | 0% | 0% | -24% | i | ? | 12%
COc1ccccc1NC(=O)NCC(=O)Nc1c(C)cccc1C | 8% | 0% | 0% | 1% | -19% | -11% | i | -2 | 5%
O=C(NC(NC(=S)Nc1c(Cl)cc(Cl)cc1Cl)C(Cl)(Cl)Cl)OCc1ccccc1 (stereo unspecified) | ? | -26% | ? | 13µM* | ? | -18% | i | -58* | ?
CCCC1C(C#N)=C(N)Oc2cc(C)n(C)c(=O)c21 (stereo unspecified) | 15% | -10% | -15% | 5% | 11% | -1% | i | 44 | 15%
O=C(Nc1cc(-c2cccc(Cl)c2)nn1-c1ccccc1)c1ccccc1F | . | -26% | . | . | -5% | 2% | i | . | .
O=C(/C=C/C(Cl)(Cl)Cl)Nc1ccc(Cl)cc1 | ? | 13µM* | ? | ? | ? | ? | ? | -104* | ?
COc1ccc(C(NCC(=O)Nc2c(C)cccc2C)c2ccccc2)cc1 (stereo unspecified) | 0% | -16% | -1% | -7% | -5% | 4% | i | 31 | 15%
COc1ccccc1OCC(=O)Nc1ccccc1C(=O)NC1CC1 | -2% | -5% | -1% | 2% | -3% | 3% | i | 3 | 1%
C[C@@H]1CN([C@H](C)CO)C(=O)CCCn2nncc2CO[C@H]1CN(C)Cc1ccc(O)cc1 | -3% | -15% | . | . | -26% | 8% | i | -16 | 0%
O=C(CSc1ncn[nH]1)NC1CCCc2ccccc21 (stereo unspecified) | 6% | 6% | -2% | -4% | 12% | 2% | i | -8 | 25%
C=CCNC(=O)c1ccccc1SCc1c(C)noc1C | 10% | 0% | -26% | -11% | 12% | 0% | i | 12 | 1%
COc1ccc(-n2ccnc2SCC(=O)Nc2cc(C)on2)cc1 | 2% | -12% | ? | 15% | -22% | 2% | i | i | -25%
CN(C)CCCNc1ccc(S(N)(=O)=O)cc1[N+](=O)[O-] | 21% | -1% | -2% | -11% | 6% | 1% | i | 15 | 18%
CC(C)(CN1CCc2ccccc2C1)NS(=O)(=O)c1ccc(Cl)cc1 | -18% | 1% | -3% | ? | -6% | -11% | i | 48 | -25%
Cc1ccc([C@H]2C[C@H](O)[C@@H](n3cc(COC(=O)c4ccccc4)nn3)CN2CC2CCCCC2)cc1 | 1% | -4% | . | . | ? | ? | . | -1 | 3%
CN(C(=O)COc1nnc(-c2cccs2)c(-c2cccs2)n1)c1ccccc1 | -6% | -2% | 19% | 0% | -3% | -10% | i | -7 | 0%
Cc1c(NC(=O)C(C)Sc2nccn2C)c(=O)n(-c2ccccc2)n1C (stereo unspecified) | -2% | -23% | -4% | 1% | 8% | . | ? | 19 | 8%
O=C(CNC(=O)c1ccco1)NNC(=O)c1n[nH]c(=O)c2ccccc12 | -1% | 9% | -2% | -16% | 4% | -8% | i | 17 | -9%
COc1ccc(CNc2nc(-c3ccco3)nn2C(=O)c2ccccc2C)cc1 | . | -16% | . | . | -9% | 22% | i | . | .
COc1ccc(C/C(N)=N/OC(=O)Cc2ccc(OC)c(OC)c2)cc1 | 3% | -23% | 3% | 1% | -10% | -6% | i | -6 | 0%
CN=C(Nc1cc(C)nn1CCC#N)c1ccccc1 | 2% | -10% | -3% | 1% | 3% | 1% | i | 8 | ?
CCN1CCN(c2cc(C)c3cc(NC(=O)c4ccc(OC)c(OC)c4)ccc3n2)CC1 | -25% | -31%&-26% | ? | 4% | 3.7µM*! | -8%&-10% | ? | -26 | ?
CSc1nc(N)c(NC(=O)c2ccc(Br)o2)c(=O)[nH]1 | -1% | 0% | -29% | ? | 13% | 0% | i | i | -1%
O=C(Nc1ncc2c(n1)-c1ccccc1CC2)C1CC1 | 0% | 1% | 1% | -5% | -3% | 10% | i | 13 | -5%
Clc1ccc(-c2cccs2)nn1 | -2% | 5% | 2% | 6% | 19% | 1% | i | -18 | 17%

With a hit mark in IL1B secr inh (from the list above):
Molecule,SW480 rerep,IL1B secr inh
O=C(NC(NC(=S)Nc1c(Cl)cc(Cl)cc1Cl)C(Cl)(Cl)Cl)OCc1ccccc1 (stereo unspecified),?,-58*
O=C(/C=C/C(Cl)(Cl)Cl)Nc1ccc(Cl)cc1,?,-104*

High-throughput results (PubChem BioAssay)
